RORg inh – inhibitors of mouse ROR gamma transcriptional activity; P51450; Drosophila S2 Gal4-RORgamma UAS-luciferase reporter, 20 h; Potency, µM (highest dose often 53.6 µM), inactives show top-dose activity change, negative = inhibition, actives largely listed as inhibitors; 5.4% of 310,000 active; AID 2551; also: % is scaled to controls: 0 for no effect and ±100 for the full control effect; nearly all actives have a fitted effect of over 60% in size
Target sequence (P51450 whole entry, looked up, the tested form may be a part): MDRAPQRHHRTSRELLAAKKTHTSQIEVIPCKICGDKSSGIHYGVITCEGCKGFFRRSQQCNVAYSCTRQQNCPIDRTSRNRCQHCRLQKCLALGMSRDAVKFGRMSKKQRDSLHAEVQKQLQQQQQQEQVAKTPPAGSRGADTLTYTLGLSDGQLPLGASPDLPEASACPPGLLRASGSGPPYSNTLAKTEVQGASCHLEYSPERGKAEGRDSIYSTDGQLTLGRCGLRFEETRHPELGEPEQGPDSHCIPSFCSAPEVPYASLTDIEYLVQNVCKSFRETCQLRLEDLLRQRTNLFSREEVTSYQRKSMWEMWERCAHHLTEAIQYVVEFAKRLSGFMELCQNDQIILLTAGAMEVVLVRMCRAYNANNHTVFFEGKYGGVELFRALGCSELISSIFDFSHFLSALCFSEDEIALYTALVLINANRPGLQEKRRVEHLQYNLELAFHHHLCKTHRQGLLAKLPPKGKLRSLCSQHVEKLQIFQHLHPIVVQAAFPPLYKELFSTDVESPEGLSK
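In this cell-based reporter format, copper sulfate (700 uM final) drives Gal4–ROR gamma fusion expression from a metallothionein promoter in Drosophila Schneider cells; compounds preincubated 1 hr, reporter read after 20 hr at ambient temperature.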
Menin-MLL TR inh – menin-MLL binding inhibition, Texas Red mutant peptide | O00255 | Potency, µM (series often up to 61.6 µM), for inactives: at the top dose FP activity change, negative = inhibition, hits mostly inhibitors | Menin + Texas Red MLL mutant peptide, fluorescence polarization | 0.23% of 270,000 active; active = well fitted inhibition curve with a large enough effect in the polarisation, with a control signal flat, not every such curve was filed as active; inconclusive = small, poorly fitted or top-dose-only effect, or effect the other way, or a change in a side signal; inactive = no such curve, though single readings can be large or run the other way; the % refers to the polarisation; also: % of control where 0% means no effect; many of its hits are not listed in these tables
VP16 counter – inhibits Gal4-VP16 luciferase reporter, ROR gamma counter-screen; Potency, µM (series often up to 53.6 µM), for inactives: at the top dose activity, negative = inhibition, actives largely listed as inhibitors; 3.5% of 310,000 active; Drosophila S2 Gal4-VP16 UAS-luciferase, luminescence, 20 h;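 also: Gal4-VP16 expression switched on by copper sulfate through the metallothionein promoter; % is scaled to controls: 0 for no effect and ±100 for the full control effect; nearly all actives have a fitted effect of over 50% in size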
PKM2 activator – activators of human pyruvate kinase M2; 0.34% of 260,000 active; Potency, µM (doses to about 57.5 µM), for inactives: at the top dose activation, hits mostly activators; P14618; purified PKM2, Kinase-Glo ATP luminescence, activation; response scale: 0% is enzyme alone, no compound; also: % is scaled to controls: 0 for no effect and ±100 for the full control effect; nearly all actives have a fitted effect of over 55% in size
Target sequence (P14618 whole entry, looked up): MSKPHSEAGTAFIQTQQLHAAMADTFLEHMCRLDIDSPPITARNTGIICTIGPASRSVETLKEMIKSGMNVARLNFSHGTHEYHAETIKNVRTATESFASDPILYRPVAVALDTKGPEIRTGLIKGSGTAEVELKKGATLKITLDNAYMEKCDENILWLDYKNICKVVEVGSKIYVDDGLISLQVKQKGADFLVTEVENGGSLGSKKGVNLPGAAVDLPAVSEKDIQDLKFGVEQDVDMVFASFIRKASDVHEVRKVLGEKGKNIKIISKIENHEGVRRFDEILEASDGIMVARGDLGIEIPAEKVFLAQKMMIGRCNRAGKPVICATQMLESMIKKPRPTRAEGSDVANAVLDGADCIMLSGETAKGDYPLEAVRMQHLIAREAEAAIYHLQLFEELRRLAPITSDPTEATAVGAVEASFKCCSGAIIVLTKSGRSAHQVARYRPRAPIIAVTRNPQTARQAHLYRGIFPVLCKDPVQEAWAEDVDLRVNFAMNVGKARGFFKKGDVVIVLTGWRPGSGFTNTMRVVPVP
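Purified hPK-M2 (>95% pure) converted ADP (0.1 mM final) to ATP with 0.5 mM PEP in 50 mM imidazole pH7.2, KCl, MgCl2, Tween 20, BSA; 1 h at room temperature. ATP detected by Kinase-Glo luminescence.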
Active calls of the source: *; ? = inconclusive; nt = not tested or not shown; [ ] = another dose, or the depositor's remark. Unless noted, calls follow the shape of the dose curve; as a rule, active = well fitted curve in the direction sought with a large enough effect; inconclusive = small, poorly fitted or top-dose-only effect, or another doubt; inactive = no such curve, though single readings can be large; an effect the other way counts as inactive or inconclusive. Potency is read from the fitted curve at half-maximal effect. A portion of the library, so the mix of outcomes need not match the whole.

SMILES	RORg inh	Menin-MLL TR inh	VP16 counter	PKM2 activator
NC(=O)C1=CN(C2OC(COP(=O)(O)OP(=O)(O)OC[C@H]3O[C@@H](n4cnc5c(N)ncnc54)[C@H](OP(=O)(O)O)[C@H]3O)C(O)C2O)C=CC1 (some centres undefined)	nt	2%	nt	nt
Nc1nc(Cl)nc2c1ncn2[C@@H]1O[C@H](CO)[C@H](O)[C@H]1O	nt	-5%	nt	nt
CNC(=O)[C@H]1O[C@@H](n2cnc3c(NCc4cccc(I)c4)ncnc32)[C@H](O)[C@H]1O	nt	0%	nt	nt
O=S(=O)(NCCNC/C=C/c1ccc(Br)cc1)c1cccc2cnccc12	nt	-1%	nt	nt
CC[C@H](CO)Nc1nc(NCc2ccccc2)c2ncn(C(C)C)c2n1	nt	-12%	nt	nt
CCCC(=O)NCCc1c2n(c3ccc(OC)cc13)Cc1ccccc1-2	nt	-12%	nt	nt
Nc1nc(SCc2ccc([N+](=O)[O-])cc2)c2ncn([C@@H]3O[C@H](CO)[C@H](O)[C@H]3O)c2n1	nt	-3%	nt	nt
CC(N)=NCCCC(N)C(=O)O (centres undefined)	nt	2%	nt	nt
CCNC(=O)[C@H]1O[C@@H](n2cnc3c(N)nc(NCCc4ccc(CCC(=O)O)cc4)nc32)[C@H](O)[C@H]1O	nt	2%	nt	nt
Nc1nc2c(nc(Br)n2C2O[C@H]3COP(=O)(O)O[C@@H]3C2O)c(=O)[nH]1 (some centres undefined)	nt	5%	nt	nt
CCCC1O[C@@H]2C[C@H]3[C@@H]4CCC5=CC(=O)C=C[C@]5(C)C4[C@@H](O)C[C@]3(C)[C@]2(C(=O)CO)O1 (some centres undefined)	nt	3%	nt	nt
CN1C2CCC1CC(NC(=O)c1nn(C)c3ccccc13)C2 (centres undefined)	nt	-10%	nt	nt
CC(C)(C)Nc1nc(C#N)nc(Nc2ccccc2)n1	nt	nt	3%	nt
CC(C)(C)CNc1nc(C#N)nc(Nc2ccccc2)n1	nt	nt	-6%	nt
CNc1nc(C#N)nc(Nc2ccccc2)n1	nt	nt	?	nt
N#Cc1nc(NCCO)nc(Nc2ccccc2)n1	nt	nt	-10%	nt
N#Cc1nc(NCC2CC2)nc(Nc2ccccc2)n1	nt	nt	2%	nt
N#Cc1nc(NCCCO)nc(Nc2ccccc2)n1	nt	nt	-1%	nt
CCCNc1nc(C#N)nc(Nc2ccccc2)n1	nt	nt	9%	nt
COC(=O)[C@@H](NC(=O)N1CCc2nc(-c3ccccc3)c3c(c2C1)CO[C@@H](C)C3)C(C)C	nt	-9%[11.7 µM]	nt	0%[11.5 µM]

Compounds above that contain sulfur:
SMILES	RORg inh	Menin-MLL TR inh	VP16 counter	PKM2 activator
O=S(=O)(NCCNC/C=C/c1ccc(Br)cc1)c1cccc2cnccc12	nt	-1%	nt	nt
Nc1nc(SCc2ccc([N+](=O)[O-])cc2)c2ncn([C@@H]3O[C@H](CO)[C@H](O)[C@H]3O)c2n1	nt	-3%	nt	nt

Among those listed so far, seven have a cyano group.
SMILES	RORg inh	Menin-MLL TR inh	VP16 counter	PKM2 activator
CC(C)(C)Nc1nc(C#N)nc(Nc2ccccc2)n1	nt	nt	3%	nt
CC(C)(C)CNc1nc(C#N)nc(Nc2ccccc2)n1	nt	nt	-6%	nt
CNc1nc(C#N)nc(Nc2ccccc2)n1	nt	nt	?	nt
N#Cc1nc(NCCO)nc(Nc2ccccc2)n1	nt	nt	-10%	nt
N#Cc1nc(NCC2CC2)nc(Nc2ccccc2)n1	nt	nt	2%	nt
N#Cc1nc(NCCCO)nc(Nc2ccccc2)n1	nt	nt	-1%	nt
CCCNc1nc(C#N)nc(Nc2ccccc2)n1	nt	nt	9%	nt

(list continues)
SMILES	RORg inh	Menin-MLL TR inh	VP16 counter	PKM2 activator
CCCCC1=CC2=CC(=O)C(C)(OC(=O)CC)C(=O)C2=CN1CCCN(CC)CC (centres undefined)	nt	-15%[11.7 µM]	nt	-1%[11.5 µM]
COC(=O)N1C(c2ccccc2)=Cc2ccccc2C1CC(C)=O (centres undefined)	nt	-2%[11.7 µM]	nt	-9%[11.5 µM]
C[C@H]1Cc2c(-c3ccccc3)nc3c(c2CO1)CN(C(=O)C1CC1)CC3	nt	-13%[11.7 µM]	nt	-2%[11.5 µM]
CCCCc1nc2c(c3c1C[C@H](C)OC3)CN(C(=O)c1cccnc1)CC2	nt	-13%[11.7 µM]	nt	0%[11.5 µM]
C[C@H]1Cc2c(-c3ccccc3)nc3c(c2CO1)CN(C(=O)Cc1cccs1)CC3	nt	-8%[11.7 µM]	nt	-8%[11.5 µM]
C=CCN1c2ccccc2[C@]23C[C@@H](C(=O)OC)N(S(=O)(=O)c4cccs4)C2=NC(C(=O)OC)=C(C(=O)OC)[C@H]13	nt	-10%[11.7 µM]	nt	0%[11.5 µM]
COC(=O)C[C@H]1c2ccccc2[C@H]2C(=C[C@@H](C)[C@H]3C(=O)N(O)C(=O)[C@H]32)N1C(=O)OC	nt	-18%[11.7 µM]	nt	-9%[11.5 µM]
COc1ccc(-c2nc3c(c4c2C[C@H](c2ccccc2)OC4)CN(S(=O)(=O)c2ccc(C#N)cc2)CC3)c(C)c1	nt	-3%[11.7 µM]	nt	3%[11.5 µM]
COC(=O)N1C2CC3(C)C=C(C)OC1(C)C3c1ccccc12 (centres undefined)	nt	-3%[11.7 µM]	nt	-5%[11.5 µM]
COC(=O)N1C2=C(c3ccccc3[C@@H]1CC(=O)Nc1ccc(Br)cc1)[C@@H]1C(=O)N(c3ccccc3)C(=O)[C@@H]1[C@H](C)C2	nt	-11%[11.7 µM]	nt	-6%[11.5 µM]
COC(=O)C1=C(C(=O)OC)[C@@H]2N(Cc3ccccc3)c3ccccc3[C@@]23C[C@@H](C(=O)OC)N(S(=O)(=O)c2cccs2)C3=N1	nt	-9%[11.7 µM]	nt	-8%[11.5 µM]
CC#CCN1c2ccccc2[C@]23C[C@@H](C(=O)OC)N(C(=O)c4cccs4)C2=NC(C(=O)OC)=C(C(=O)OC)[C@H]13	nt	-5%[11.7 µM]	nt	0%[11.5 µM]
CCCCCCCC1=Cc2ccccc2C(C(C(C)=O)C(=O)OC)N1C(=O)OC (centres undefined)	nt	-14%[11.7 µM]	nt	0%[11.5 µM]
C=CCN1c2ccccc2[C@]23C[C@@H](C(=O)OC)N(S(=O)(=O)c4ccc(C#N)cc4)C2=NC(C(=O)OC)=C(C(=O)OC)[C@H]13	nt	-14%[11.7 µM]	nt	-10%[11.5 µM]
COC/C=C/C1=CC2=CC(=O)C(C)(OC(=O)c3cnc4ccccc4n3)C(=O)C2=CN1CCc1ccccn1 (centres undefined)	nt	-1%[11.7 µM]	nt	6%[11.5 µM]
COC(=O)C1=C(C(=O)OC)[C@@H]2Nc3ccccc3[C@@]23C[C@@H](C(=O)OC)N(S(=O)(=O)c2ccc(C)cc2)C3=N1	nt	-9%[11.7 µM]	nt	-7%[11.5 µM]
CCOC(=O)CN1C(=O)N[C@@H](c2cccc(C(F)(F)F)c2)[C@H](C(=O)OC)[C@H]1C	nt	3%[11.7 µM]	nt	-8%[11.5 µM]
C=CC1=C2C=C(C3CC3)N(CC(C)C)C=C2C(=O)C(C)(OC(=O)c2ccco2)C1=O (centres undefined)	nt	-25%[11.7 µM]	nt	-5%[11.5 µM]
CC(=O)Nc1ccc(S(=O)(=O)N2CCc3nc(COc4ccccc4)c4c(c3C2)CO[C@@H](C)C4)cc1	nt	3%[11.7 µM]	nt	-7%[11.5 µM]
C[C@H]1Cc2c(-c3ccccc3)nc3c(c2CO1)CN(C(=O)NCc1ccco1)CC3	nt	-3%[11.7 µM]	nt	0%[11.5 µM]
COc1ccc(-c2nc3c(c4c2C[C@H](c2ccccc2)OC4)CN(S(=O)(=O)c2ccc(C)cc2)CC3)c(C)c1	nt	-10%[11.7 µM]	nt	-10%[11.5 µM]
COC(=O)N1C2CC(=O)O[C@@H]3c4cc5c(cc4[C@]1(C)[C@@]3(Br)c1ccccc12)OCO5	nt	8%[11.7 µM]	nt	-2%[11.5 µM]
C=CC1=C2C=C(C3CC3)N(Cc3ccc4c(c3)OCO4)C=C2C(=O)C(C)(OC(=O)c2ccco2)C1=O (centres undefined)	nt	-14%[11.7 µM]	nt	-2%[11.5 µM]
C[C@H]1Cc2c(COc3ccccc3)nc3c(c2CO1)CN(C(=O)NCc1ccco1)CC3	nt	-10%[11.7 µM]	nt	2%[11.5 µM]
C=CC1=C2C=C(C3CC3)N(C3CCCCC3)C=C2C(=O)C(C)(OC(=O)c2ccco2)C1=O (centres undefined)	nt	-20%[11.7 µM]	nt	1%[11.5 µM]
COC(=O)C1=C(C(=O)OC)[C@@H]2N(C)c3ccccc3[C@@]23C[C@@H](C(=O)OC)N(S(=O)(=O)c2ccc(OC)cc2)C3=N1	nt	-11%[11.7 µM]	nt	-1%[11.5 µM]
CC#CCN1c2ccccc2[C@]23C[C@@H](C(=O)OC)N(S(=O)(=O)c4ccc(C(F)(F)F)cc4)C2=NC(C(=O)OC)=C(C(=O)OC)[C@H]13	nt	-9%[11.7 µM]	nt	3%[11.5 µM]
COC(=O)C[C@H]1c2ccccc2C2=C(C[C@@H](C)[C@H]3C(=O)NC(=O)[C@@H]23)N1C(=O)OC	nt	1%[11.7 µM]	nt	-4%[11.5 µM]
COc1ccc(-c2nc3c(c4c2C[C@H](c2ccccc2)OC4)CN(S(=O)(=O)c2ccc(NC(C)=O)cc2)CC3)c(C)c1	nt	3%[11.7 µM]	nt	-1%[11.5 µM]
CCCCc1nc2c(c3c1C[C@H](C)OC3)CN(C(=O)c1ccco1)CC2	nt	1%[11.7 µM]	nt	0%[11.5 µM]
CC#CCN1c2ccccc2[C@]23C[C@@H](C(=O)OC)N(S(=O)(=O)CCCC)C2=NC(C(=O)OC)=C(C(=O)OC)[C@H]13	nt	0%[11.7 µM]	nt	-3%[11.5 µM]
COC(=O)c1ccccc1S(=O)(=O)N1CCc2nc(-c3ccc(OC)cc3C)c3c(c2C1)CO[C@@H](c1ccccc1)C3	nt	-6%[11.7 µM]	nt	-3%[11.5 µM]
COc1ccc(-c2nc3c(c4c2C[C@H](c2ccccc2)OC4)CN(C(=O)Cc2cccs2)CC3)c(C)c1	nt	-22%[11.7 µM]	nt	-6%[11.5 µM]
CCOC(=O)CCCNC(=O)N1CCc2nc(COc3ccccc3)c3c(c2C1)CO[C@@H](C)C3	nt	-9%[11.7 µM]	nt	0%[11.5 µM]
C=CC1=C2C=C(C3CC3)N(CCN3CCOCC3)C=C2C(=O)C(C)(OC(=O)c2ccco2)C1=O (centres undefined)	nt	-3%[11.7 µM]	nt	-1%[11.5 µM]
C=CC1=C2C=C(C3CC3)N(CCCCO)C=C2C(=O)C(C)(OC(=O)c2ccco2)C1=O (centres undefined)	nt	-23%[11.7 µM]	nt	1%[11.5 µM]
COC(=O)CC1c2ccccc2C=C(/C=C/c2ccc3c(c2)OCO3)N1C(=O)OC (centres undefined)	nt	-14%[11.7 µM]	nt	-1%[11.5 µM]
C=CC1=C2C=C(C3CC3)N(CCCOC(C)C)C=C2C(=O)C(C)(OC(=O)c2ccco2)C1=O (centres undefined)	nt	-12%[11.7 µM]	nt	-7%[11.5 µM]
Cc1noc(C)c1S(=O)(=O)N1CCc2nc(COc3ccccc3)c3c(c2C1)CO[C@@H](C)C3	nt	-12%[11.7 µM]	nt	-5%[11.5 µM]
CC1=C(/C=C/C(C)=C/C=C/C(C)=C/C=O)C(C)(C)CCC1	?	nt	?	nt
CCNS(=O)(=O)c1ccc(C)cc1	-3%	nt	3%	nt
C/C=C(/C)C#N	-10%	nt	9%	nt
CCCCCCCN	-12%	nt	1%	nt
Cc1cccc(C)c1	-45%	nt	-1%	nt
Cc1cccc(Br)c1	-4%	nt	8%	nt
c1ccc(SCCSc2ccccc2)cc1	?	nt	?	nt
C=Cc1ccccc1C=C	14%	nt	-13%	nt
